Assay outcomes from PubChem BioAssay.
VHR inh abs: VHR1 phosphatase inhibitors, primary screen, biochemical, absorbance, uHTS | Dual specificity protein phosphatase 3 (Homo sapiens), P51452 | recombinant VHR phosphatase, pNPP absorbance | inhibition, % at 13.3 µM | 0.52% of 290,000 active | AID 1654, 2009; in the data active = inhibition above about 50%; note: some compounds called inactive have numbers as strong as hits
Target sequence (P51452 whole entry, looked up): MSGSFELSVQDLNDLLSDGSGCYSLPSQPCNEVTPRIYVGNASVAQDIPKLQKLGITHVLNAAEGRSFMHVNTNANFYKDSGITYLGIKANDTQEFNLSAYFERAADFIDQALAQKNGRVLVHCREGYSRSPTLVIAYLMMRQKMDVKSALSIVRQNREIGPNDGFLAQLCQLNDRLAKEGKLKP
FBA Mtb inh: Mtb FBA enzyme inhibitors, primary screen, biochemical, fluorescence, strain H37Rv | Fructose-bisphosphate aldolase (Mycobacterium tuberculosis (strain ATCC 25618 / H37Rv)), … | purified M. tuberculosis FBA, fluorescence read-out | inhibition, % at 1 µM | 2.3% of 360,000 active; in the data active = inhibition above about 27%;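 note: 0% = vehicle and 100% = reference inhibitor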
MazF activator: activators of E. coli MazEF toxin-antitoxin RNase, primary screen, biochemical, fluorescence, uHTS; Endoribonuclease toxin MazF (Escherichia coli (strain K12)), P0AE70; FAM/BHQ RNA-DNA oligo cleavage fluorescence, 5 h; activation, % at 20 µM; 0.32% of 350,000 active; in the data active = activation above about 50%
Rv3671c inh: Rv3671c serine protease inhibitors, primary screen, biochemical, fluorescence polarization, M. tuberculosis H37Rv; inhibition, % at 5.96 µM; 0.048% of 320,000 active; in the data active = inhibition above about 38%;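 note: extracellular domain of Rv3671c used as enzyme; 0% = enzyme with DMSO and 100% = no enzyme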
Target sequence (P9WHR9 whole entry, looked up, the tested form may be a part): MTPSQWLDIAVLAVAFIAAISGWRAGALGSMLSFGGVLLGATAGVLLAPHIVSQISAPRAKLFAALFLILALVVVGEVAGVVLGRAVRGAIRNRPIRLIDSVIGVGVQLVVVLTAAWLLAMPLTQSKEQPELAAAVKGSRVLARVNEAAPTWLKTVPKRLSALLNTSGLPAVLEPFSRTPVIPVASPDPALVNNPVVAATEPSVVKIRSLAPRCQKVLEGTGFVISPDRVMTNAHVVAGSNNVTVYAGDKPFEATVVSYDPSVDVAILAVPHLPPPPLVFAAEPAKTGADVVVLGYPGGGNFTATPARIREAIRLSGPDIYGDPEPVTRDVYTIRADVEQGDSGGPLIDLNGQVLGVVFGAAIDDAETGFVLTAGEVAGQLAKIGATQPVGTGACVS
BH1578 lux ind: inducers of Vibrio cholerae quorum light production without autoinducers, primary screen, BH1578 luxS cqsA deficient, single point | AID 588436, 2011 | V. cholerae BH1578 lux reporter, luminescence, 6 h | 0.16% of 350,000 active | activation, % at 18.7 µM; in the data active = activation mostly above about 9.7%, no sharp cut-off; note: not every result past the cut was called active; inactives centre near 0; reference of the scale not given here
UGM FP inh: M. tuberculosis UGM enzyme inhibitors, primary screen, biochemical, fluorescence polarization, single point | AID 504406, 2011 | purified UGM, fluorescence polarization probe displacement | 0.06% of 320,000 active | UDP-galactopyranose mutase (Mycobacterium tuberculosis (strain ATCC 25618 / H37Rv)), … | inhibition, % at 10 µM; in the data active = inhibition above about 10%, passing the limit was not always enough
Target sequence (P9WIQ1 whole entry, looked up): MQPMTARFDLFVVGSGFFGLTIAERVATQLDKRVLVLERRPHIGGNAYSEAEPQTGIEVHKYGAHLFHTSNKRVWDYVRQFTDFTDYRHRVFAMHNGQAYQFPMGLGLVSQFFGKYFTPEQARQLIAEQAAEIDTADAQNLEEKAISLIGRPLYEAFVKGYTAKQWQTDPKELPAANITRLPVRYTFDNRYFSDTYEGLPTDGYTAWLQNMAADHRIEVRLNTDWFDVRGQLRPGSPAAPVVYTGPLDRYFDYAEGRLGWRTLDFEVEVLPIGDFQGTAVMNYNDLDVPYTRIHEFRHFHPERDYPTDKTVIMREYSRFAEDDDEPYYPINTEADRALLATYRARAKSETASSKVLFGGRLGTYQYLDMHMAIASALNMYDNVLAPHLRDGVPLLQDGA
SSB-PriA inh: inhibitors of Klebsiella pneumoniae PriA binding to SSB C-terminal tail, primary screen, biochemical, AlphaScreen; inhibition, % at 33 µM; AlphaScreen SSBct-PriA binding, biotinylated peptide; PriA–SSB C-terminal tail interaction (Klebsiella pneumoniae); 0.6% of 430,000 active; in the data active = inhibition mostly above about 37%, no sharp cut-off; inactive = mostly below about 20%;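 note: plate controls were negative control peptide for no effect and reference peptide for full effect; strong numbers were not always called active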
SARS 3CLpro inh: SARS-CoV 3CLpro protease inhibitors, primary screen, biochemical, quenched FRET; Replicase polyprotein 1ab (Severe acute respiratory syndrome coronavirus), P0C6X7; recombinant SARS-CoV 3CLpro, quenched FRET peptide cleavage; inhibition, % at 6 µM; 0.14% of 290,000 active; in the data active = inhibition above about 12%
BioA inh: M. tuberculosis BioA enzyme inhibitors, primary screen, biochemical, plate reader, single point, HTS. 7,8-diaminopelargonic acid synthase BioA (Mycobacterium tuberculosis). purified M. tuberculosis BioA enzyme. inhibition, % at 9.99 µM. AID 602481, 2012. 0.096% of 360,000 active; in the data active = inhibition above about 40%
GDH-TPI inh: GDH-TPI coupling enzyme inhibitors, primary screen, artefact control for M. tuberculosis FBA inhibitor project, biochemical, absorbance, full deck. GDH-TPI coupled enzyme counterscreen, NADH absorbance. inhibition, % at 4.8 µM. 1.2% of 360,000 active. AID 588335, 2011; in the data active = inhibition above about 30%;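 note: 0% = DMSO wells and 100% = wells lacking the enzyme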
Active calls of the source: *; i = inactive; / = no result given. These rows are one share of the data. The share of hits here may be higher or lower than overall.

SMILES | VHR inh abs | FBA Mtb inh | MazF activator | Rv3671c inh | BH1578 lux ind | UGM FP inh | SSB-PriA inh | SARS 3CLpro inh | BioA inh | GDH-TPI inh
C=CCNC(=O)COC(=O)COc1ccc(Cl)cc1 | 23 | 2 | -6 | -2 | i | -1.1 | -3 | 4 | -0.4 | 4
CC1CCCC(C)N1C(=O)COC(=O)c1cc([N+](=O)[O-])ccc1N1CCOCC1 (centres undefined) | / | -5 | -1 | 0 | i | 1.4 | -5 | / | 0.7 | 21
COc1ccc(C(=O)NC(=S)Nc2cccc(Cl)c2N2CCOCC2)cc1[N+](=O)[O-] | 41 | 8 | -2 | -10 | 1.3 | -2.6 | 2 | -1 | -0.1 | -1
O=c1c2c(-c3cccc([N+](=O)[O-])c3)ccnc2[nH]n1-c1ccccc1 | 70 | 0 | 7 | / | 0.6 | -0.3 | 4 | 1 | 13 | 0
COc1ccc(CCC(=O)Nc2cc3c4c(c2)CC(=O)N4CCC3)cc1 | / | -2 | 1 | 1 | -0.8 | 0.6 | -1 | / | -1.4 | -2
CC(C)C(C(=O)NCC1CCCO1)N(C(=O)CNS(=O)(=O)c1ccc(F)cc1)C1CCCCC1 (centres undefined) | -20 | 3 | -9 | 5 | -0.4 | -0.2 | -10 | 1 | -0.9 | -3
Cc1ccccc1NC(=S)N(CCN1CCCCC1)Cc1ccco1 | 10 | -3 | -3 | 0 | -0.2 | 0.6 | -1 | 3 | / | 8
Cc1ccc(NC(=O)CSc2nnc(CNC(=O)c3ccco3)o2)cc1Cl | -32 | 0 | 2 | -2 | -0.1 | 1.2 | 2 | 4 | 1.4 | -7
CCOC(=O)c1ccc(-c2c(-c3ccc(OC)cc3)oc(=O)c3cc(OC)c(OC)cc23)cc1F | / | 6 | -2 | -9 | -0.6 | 1.3 | 2 | / | -0.8 | 20
Cc1cc(C)c2nc(N3CCCC(C(=O)NCCN4CCOCC4)C3)sc2c1 (centres undefined) | 25 | 3 | -4 | 8 | -3.3 | 1.8 | -1 | -1 | -0.6 | 6
CC(C)=CCN1CCN(CCCc2ccccc2)CC1CCO (centres undefined) | 20 | -2 | 4 | 0 | -1.8 | -1.6 | -8 | 5 | 0.4 | 5
Cc1cc[n+](CC(=O)Nc2ccccc2)cc1 | -8 | 0 | -4 | 1 | i | 1.3 | -9 | 7 | 0.7 | -8
CCOc1cc(/C=C2/C(=N)N3N=C(C)SC3=NC2=O)ccc1OS(=O)(=O)c1ccc(C)cc1 | 12 | -2 | 11 | -14 | i | -0.2 | -2 | 2 | -0.1 | 5
COc1ccc(C(=O)NC2CCSC2=O)cc1 (centres undefined) | 9 | -1 | -9 | -2 | 14 | 1.3 | -13 | 2 | -6.4 | -2
Cc1n[nH]c(C)c1Cc1c(F)cccc1Cl | 20 | -21 | 8 | 10 | i | -1.6 | -5 | -2 | / | 4
CCCCCCN1C2=NCCN2c2ccccc21 | -6 | 0 | 7 | 0 | -0.4 | -2.9 | -5 | 3 | / | 2
CN1N=C(C(=O)N2CCc3c([nH]c4ccccc34)C2c2ccccc2Cl)CCC1=O (centres undefined) | 39 | -1 | 5 | -1 | i | 2.8 | 16 | -4 | / | -2
CCOC(=O)c1sc(N)c(C(=O)OCC)c1COC(=O)C1CC(=O)N(Cc2ccco2)C1 (centres undefined) | 5 | -2 | 0 | -5 | 0.4 | -1.0 | 4 | -8 | 1.3 | -2
c1ccc(CC2CCN(C(c3cccs3)c3nnnn3C3CCCC3)CC2)cc1 (centres undefined) | -5 | -2 | -9 | -1 | -6.2 | 0.5 | -7 | -3 | -0.2 | -6
CCCC1CCc2c(sc(N)c2C(N)=O)C1 (centres undefined) | 10 | 0 | -6 | 3 | -3.6 | -0.1 | 2 | 2 | -0.8 | -6
COc1cc(C(=O)O[C@H]2C/C(C)=C/CC[C@]3(C)O[C@@H]3C(O)C2C(C)C)cc(OC)c1OC (some centres undefined) | 6 | 0 | 10 | -6 | 1.2 | -2.1 | / | 1 | 4.1 | -1
C[C@@H]1CN([C@H](C)CO)C(=O)c2c(c3ccccc3n2C)-c2ccccc2CO[C@H]1CN(C)C(=O)c1cc(Cl)cc(Cl)c1 | / | 0 | 2 | / | i | / | / | / | -0.3 | 0
OCC[C@@H]1C[C@H](O)[C@@H](O)[C@@]2(CCCO2)O1 | / | 0 | 5 | 3 | i | -0.1 | -11 | / | 0.4 | 0
Cc1ccc(C)c(OCC(=O)Nc2ccccc2C(=O)N2CCOCC2)c1 | 20 | 0 | 1 | 5 | -0.4 | -1.0 | -7 | 4 | -0.3 | -1
Cc1ccc(NC(=O)c2oc3ccccc3c2NC(=O)C2CC2)cc1 | -31 | 1 | 3 | 1 | i | 0.8 | 0 | 0 | -0.9 | 7
C=C(C)C(=O)N1CC2(CC(c3cccc(NC(=O)COc4ccc(Cl)cc4)c3)=NO2)C[C@@H]1C(N)=O (some centres undefined) | 4 | 1 | 3 | 0 | 1.2 | 1.4 | -10 | / | -0.6 | 1
O=C(CN1C(=O)NC2(CCCC2)C1=O)Nc1nc(-c2ccc(F)c(F)c2)cs1 | / | -2 | -3 | -4 | i | -2.6 | -5 | / | -1.5 | -1
COC(=O)c1c(NC(=O)c2ccccc2OC)sc(C(=O)N2CCOCC2)c1C | 12 | 0 | -1 | -1 | -0.4 | 0.5 | -1 | -5 | 0.6 | 16
O=C(Cc1cccc(NC(=O)C2CCN(C(=O)C3CC3)CC2)c1)Nc1cccc(C(=O)N2CCOCC2)c1 | / | 2 | -5 | / | i | / | -3 | / | 1.5 | 0
C/C(=N/NC(=O)CNC(=O)/C=C/c1ccco1)c1ccc(Cl)cc1 | -8 | 3 | -4 | -8 | -0.4 | -1.2 | / | 1 | -0.1 | 16
CCn1c(NCCCO)nc2c(c1=O)C(C)(CC)Cc1ccccc1-2 (centres undefined) | 29 | 155* | -2 | -3 | i | 1.1 | 0 | 11 | / | 19
Cc1cc(NS(=O)(=O)c2ccc(NC(=O)COc3ccccc3[N+](=O)[O-])cc2)no1 | -17 | 0 | 4 | 5 | -7.9 | 1.1 | 7 | 2 | 0.0 | 3
CCOc1ccc(NC(=O)CCN2CCN(S(=O)(=O)c3ccc(F)cc3)CC2)cc1 | -10 | -2 | -4 | -1 | -0.4 | -1.5 | -7 | -2 | 12 | -4
Cc1sc(NC(=O)Cn2c(=O)oc3ccccc32)nc1-c1ccc(Cl)cc1 | -2 | 1 | -8 | -29 | -0.1 | -0.7 | -5 | 4 | / | 8
CCCN1C(=O)c2cc(C(=O)Nc3ccc(OC)c(OC)c3)ccc2C1Nc1ccc(OC)c(OC)c1 (centres undefined) | -28 | -1 | -1 | -8 | -0.4 | 2.2 | -8 | -3 | / | 4
CC(C)c1ccc(NC(=O)c2ccc3c(c2)CCN3S(C)(=O)=O)cc1 | -20 | 5 | 2 | -12 | -0.8 | -2.0 | -17 | -2 | 11 | 4
CN1CCN(CCC(=O)Nc2ccc3c(c2)OCO3)CC1 | 18 | 0 | 6 | 5 | -0.2 | 1.1 | -17 | 1 | -0.9 | -7
COc1cc2c(cc1OC)C(c1ccccc1)CC2=O (centres undefined) | 20 | 4 | 4 | 4 | i | -1.1 | -11 | -9 | / | 0
COCCn1nnnc1CN1CCC(O)(c2cccc(C(F)(F)F)c2)CC1 | 33 | -2 | -3 | 4 | i | -2.7 | -18 | -3 | 0.9 | -4
NNC(=O)CSCc1nc(-c2ccccc2)cs1 | 23 | -4 | -5 | -4 | -0.3 | 2.9 | -11 | 6 | / | -14
O=C(Nc1ccc2nc[nH]c2c1)c1ccco1 | 28 | 3 | 8 | 0 | -2.0 | 1.9 | -11 | 0 | 39 | -7
Cc1ccc(N(CC(=O)NCc2ccccn2)S(=O)(=O)c2ccccc2)cc1Cl | 19 | 6 | 6 | / | i | -0.8 | -13 | 1 | 2.6 | -4
c1ccc(Sc2cnc3ccccc3n2)cc1 | -10 | -4 | -8 | -3 | 3.1 | -2.2 | -49 | 1 | / | 14
COCCN(C(=O)CSc1nnc(-c2cccs2)n1N)c1c(N)n(Cc2ccccc2)c(=O)[nH]c1=O | 1 | -3 | -2 | -6 | i | 1.1 | -4 | -4 | -0.2 | -3
Cc1cc(Br)ccc1NC(=O)CN1CCN(c2ccccn2)CC1 | / | 3 | 4 | 5 | -1.9 | -0.5 | -6 | 2 | 8.9 | 3
Cc1ccc(C(=O)Nc2c(C)n(C)n(-c3ccccc3)c2=O)cc1S(=O)(=O)N1CCOCC1 | 15 | 1 | 0 | 5 | i | -1.2 | 7 | 2 | 0.4 | 6
COc1cc(O)c(C=NN2C(=O)CSC2=S)c(OC)c1 | / | 0 | 1 | / | 3.7 | / | / | / | -1.0 | 15
Cc1cc([N+](=O)[O-])nn1Cc1noc(C(=O)NCCc2ccccn2)n1 | 2 | -4 | 3 | 1 | -0.8 | -3.0 | 8 | 3 | 0.0 | -3
O=C(CCN1C(=O)c2ccccc2C1=O)NCc1ccncc1 | 23 | 2 | 8 | 4 | i | -1.4 | -18 | 4 | -0.7 | 5
NC1=NC(=Nc2ccc(S(=O)(=O)N3CCOCC3)cc2)c2ccccc21 | 3 | -6 | 1 | -9 | i | -2.1 | 7 | 2 | -0.2 | 1
C[C@H](CO)NC(=O)c1[nH]cnc1C(=O)Nc1cccc(Cl)c1 | / | -2 | -1 | / | -0.2 | / | / | / | 0.5 | 5

Structures above containing an aryl methoxy group, in the order listed:
SMILES | VHR inh abs | FBA Mtb inh | MazF activator | Rv3671c inh | BH1578 lux ind | UGM FP inh | SSB-PriA inh | SARS 3CLpro inh | BioA inh | GDH-TPI inh
COc1ccc(C(=O)NC(=S)Nc2cccc(Cl)c2N2CCOCC2)cc1[N+](=O)[O-] | 41 | 8 | -2 | -10 | 1.3 | -2.6 | 2 | -1 | -0.1 | -1
COc1ccc(CCC(=O)Nc2cc3c4c(c2)CC(=O)N4CCC3)cc1 | / | -2 | 1 | 1 | -0.8 | 0.6 | -1 | / | -1.4 | -2
CCOC(=O)c1ccc(-c2c(-c3ccc(OC)cc3)oc(=O)c3cc(OC)c(OC)cc23)cc1F | / | 6 | -2 | -9 | -0.6 | 1.3 | 2 | / | -0.8 | 20
COc1ccc(C(=O)NC2CCSC2=O)cc1 (centres undefined) | 9 | -1 | -9 | -2 | 14 | 1.3 | -13 | 2 | -6.4 | -2
COc1cc(C(=O)O[C@H]2C/C(C)=C/CC[C@]3(C)O[C@@H]3C(O)C2C(C)C)cc(OC)c1OC (some centres undefined) | 6 | 0 | 10 | -6 | 1.2 | -2.1 | / | 1 | 4.1 | -1
COC(=O)c1c(NC(=O)c2ccccc2OC)sc(C(=O)N2CCOCC2)c1C | 12 | 0 | -1 | -1 | -0.4 | 0.5 | -1 | -5 | 0.6 | 16
CCCN1C(=O)c2cc(C(=O)Nc3ccc(OC)c(OC)c3)ccc2C1Nc1ccc(OC)c(OC)c1 (centres undefined) | -28 | -1 | -1 | -8 | -0.4 | 2.2 | -8 | -3 | / | 4
COc1cc2c(cc1OC)C(c1ccccc1)CC2=O (centres undefined) | 20 | 4 | 4 | 4 | i | -1.1 | -11 | -9 | / | 0
COc1cc(O)c(C=NN2C(=O)CSC2=S)c(OC)c1 | / | 0 | 1 | / | 3.7 | / | / | / | -1.0 | 15
